Bioassay records as filed in PubChem BioAssay.
BoNT A protease – BoNT/A light chain protease inhibitors, primary screen, biochemical, flow cytometry, MLPCN library | multiplex microsphere protease substrate cleavage | inhibition, % at 10 µM | actives 0.17% (n = 360,000) | AID 588499, 2011; note: plate controls were buffer without enzyme for full effect and enzyme alone for no effect
Yp Topo-I inh – Yersinia pestis topoisomerase I inhibitors, primary screen, biochemical, cleavage product accumulation, plate reader, single point; Y. pestis Topo-I cleavage product accumulation; activity, % at 10 µM; actives 0.064% (n = 360,000); AID 504884, 2011; in the data active = activity above about 50%, passing the limit was not always enough; inconclusive = no clear call, values can overlap the other calls; note: inactives centre near 2
CCHFV vOTU inh – CCHFV vOTU protease inhibitors, primary screen, biochemical, Pep-AMC substrate, fluorescence. Crimean-Congo hemorrhagic fever virus L polyprotein viral ovarian tumor (vOTU) protease …. inhibition, % at 11.5 µM. actives 0.55% (n = 370,000); in the data active = inhibition above about 30%; note: 0% = vehicle wells with enzyme and 100% = no enzyme wells
Vc quorum ag – inducers of Vibrio cholerae quorum light production without autoinducers, primary screen, BH1578 luxS cqsA deficient, single point; V. cholerae BH1578 lux reporter, luminescence, 6 h; activation, % at 18.7 µM; actives 0.16% (n = 350,000); AID 588436, 2011; in the data active = activation mostly above about 9.7%, no sharp cut-off; inconclusive = no clear call, values can overlap the other calls; inactive = mostly below about 3.7%; note: not every result past the cut was called active; inactives centre near 0; reference of the scale not given here
SSB-PriA inh – inhibitors of Klebsiella pneumoniae PriA binding to SSB C-terminal tail, primary screen, biochemical, AlphaScreen; PriA–SSB C-terminal tail interaction (Klebsiella pneumoniae); AlphaScreen SSBct-PriA binding, biotinylated peptide; inhibition, % at 33 µM; actives 0.6% (n = 430,000); AID 1272365, 2023; in the data active = inhibition mostly above about 37%, no sharp cut-off; inactive = mostly below about 20%;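 note: plate controls were negative control peptide for no effect and reference peptide for full effect; strong numbers were not always called active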
3CLpro inhibitor – SARS-CoV 3CLpro protease inhibitors, primary screen, biochemical, quenched FRET; Replicase polyprotein 1ab (Severe acute respiratory syndrome coronavirus), P0C6X7; actives 0.14% (n = 290,000); inhibition, % at 6 µM; recombinant SARS-CoV 3CLpro, quenched FRET peptide cleavage; in the data active = inhibition above about 12%
Anthrax LF prot – Bacillus anthracis LF protease inhibitors, primary screen, biochemical, multiplex microsphere, MLPCN library. inhibition, % at 10 µM. Lethal factor (Bacillus anthracis), P15917. multiplex microsphere protease cleavage assay. actives 0.12% (n = 360,000); note: plate controls were buffer without enzyme for full effect and enzyme alone for no effect
Target sequence (P15917 whole entry, looked up): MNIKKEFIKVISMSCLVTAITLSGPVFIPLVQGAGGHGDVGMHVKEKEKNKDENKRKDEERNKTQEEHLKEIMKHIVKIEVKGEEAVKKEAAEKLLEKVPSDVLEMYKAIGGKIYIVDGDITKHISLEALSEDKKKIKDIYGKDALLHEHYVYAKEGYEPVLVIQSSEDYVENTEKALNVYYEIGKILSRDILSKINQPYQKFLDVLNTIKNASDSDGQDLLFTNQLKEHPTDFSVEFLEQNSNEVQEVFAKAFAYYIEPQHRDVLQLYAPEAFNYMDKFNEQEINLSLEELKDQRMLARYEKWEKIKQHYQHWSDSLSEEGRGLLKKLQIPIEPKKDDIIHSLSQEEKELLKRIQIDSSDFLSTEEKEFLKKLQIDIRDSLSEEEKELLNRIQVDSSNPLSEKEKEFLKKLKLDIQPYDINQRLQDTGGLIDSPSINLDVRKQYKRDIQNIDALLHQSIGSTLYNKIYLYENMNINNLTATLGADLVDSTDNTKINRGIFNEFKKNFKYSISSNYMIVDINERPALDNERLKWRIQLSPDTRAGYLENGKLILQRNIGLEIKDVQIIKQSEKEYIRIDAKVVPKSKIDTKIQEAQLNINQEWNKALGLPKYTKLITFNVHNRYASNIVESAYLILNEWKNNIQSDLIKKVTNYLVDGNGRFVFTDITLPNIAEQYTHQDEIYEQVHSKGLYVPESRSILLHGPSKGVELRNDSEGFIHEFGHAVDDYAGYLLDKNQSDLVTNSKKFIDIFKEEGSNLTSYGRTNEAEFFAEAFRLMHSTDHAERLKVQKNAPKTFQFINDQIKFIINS
PfHsp40 yeast – rescue of yeast from PfHsp40 toxicity, primary screen, S. cerevisiae, ATP luminescence; S. cerevisiae expressing PfHsp40, growth rescue; growth rescue, % at 12.5 µM; actives 0.68% (n = 340,000); AID 504582, 2011; in the data active = growth rescue above about 28%, passing the limit was not always enough; inconclusive = no clear call, values can overlap the other calls;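 note: yeast W303a lacking pdr1 and pdr3 grown in galactose medium; growth measured after three days at 30 °C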
VHR inh abs – VHR1 phosphatase inhibitors, primary screen, biochemical, absorbance, uHTS; AID 1654, 2009; actives 0.52% (n = 290,000); recombinant VHR phosphatase, pNPP absorbance; inhibition, % at 13.3 µM; in the data active = inhibition above about 50%; note: some compounds called inactive have numbers as strong as hits
Target sequence (P51452 whole entry, looked up): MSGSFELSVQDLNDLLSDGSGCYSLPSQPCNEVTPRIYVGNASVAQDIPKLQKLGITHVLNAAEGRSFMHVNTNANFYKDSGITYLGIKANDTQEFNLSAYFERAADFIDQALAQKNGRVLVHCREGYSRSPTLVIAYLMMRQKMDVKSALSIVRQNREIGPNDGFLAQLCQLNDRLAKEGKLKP
TcdB GH inh – TcdB glycohydrolase inhibitors, primary screen, biochemical, single point, plate reader; actives 0.24% (n = 350,000); AID 652162, 2013; TcdB glycohydrolase enzymatic assay; inhibition, % at 9.99 µM; in the data active = inhibition above about 10%
An asterisk follows results filed as active; i = inactive; ? = inconclusive; . = no result given; & = joins results of further samples. Cut-off read from the data, not from the text of the source, unless noted: active = inhibition above about 30%; inconclusive = no clear call, values can overlap the other calls; inactive = below that.

Order of values: BoNT A protease | Yp Topo-I inh | CCHFV vOTU inh | Vc quorum ag | SSB-PriA inh | 3CLpro inhibitor | Anthrax LF prot | PfHsp40 yeast | VHR inh abs | TcdB GH inh
> O=c1oc2cc(OCc3ccc([N+](=O)[O-])cc3)ccc2c2c1CCCC2
→ -1.2 | 0 | -8 | 5.0 | -21 | -7 | -4 | 0.7 | 27 | .
> Cc1ccc(S(=O)(=O)N2CCOCC2)cc1C(=O)N1CCN(c2ncccn2)CC1
→ -0.9 | 3 | -5 | -1.7 | 10 | . | -5 | -0.4 | . | -0.1
> Cc1cccc(C(=O)Oc2coc(CSc3nnc(NC(=O)C4CC4)s3)cc2=O)c1
→ 55* | -7 | -9 | i | -1 | -2 | 1 | -1.4 | 21 | .
> CC(=O)c1cnc(N2CCCCC2)nc1C
→ 1.7 | 6 | -1 | i | -20 | 2 | 0 | -0.8 | -19 | .
> CC(=O)Nc1ccc2c(c1)nc(C)n2Cc1ccccc1
→ -2.2 | -18 | -15 | -0.4 | -17 | -6 | -6 | -1.6 | 4 | 2.4
> CCCC(O)(c1ccccc1)C(c1ccccc1)c1ccccn1 (stereo not drawn)
→ 0.4 | -4 | 8 | -1.8 | -5 | . | -6 | 23 | . | 0.3
> Nc1c(S(=O)(=O)c2cccs2)c2nc3ccccc3nc2n1/N=C/c1cccc(O)c1
→ -0.3 | 3 | 4 | -6.7 | . | 5 | -1 | 5.8 | -2 | .
> Cc1ccnc(NC(=O)CCC(=O)N(CC(=O)NC2CCCCC2)c2cccc(C)c2C)c1
→ 0.7 | -3 | 8 | i | 5 | -1 | 1 | -0.5 | 11 | .
> CCCCNC(=O)c1onc(CSc2cccc3ccccc23)c1C(=O)O
→ -0.6 | 9 | 13 | i | -9 | 9 | -3 | -1.2 | 12 | 0.8
> CCCCN(CCCC)c1nc2ccccc2nc1C(C#N)C(=O)NCCCOC (stereo not drawn)
→ 2.9 | 0 | -7 | i | -14 | 2 | 1 | 1.4 | 8 | .
> CCOC(=O)C1CCN(S(=O)(=O)c2ccc(-c3ccc(=O)[nH]n3)o2)CC1
→ . | 6 | 8 | -2.6 | -3 | -8 | . | -1.1 | 51* | -0.2
> C[C@@H]1CN([C@@H](C)CO)C(=O)CCCn2cc(nn2)CO[C@H]1CN(C)S(=O)(=O)c1ccccc1F
→ -0.2 | 0 | -6 | -0.3 | . | . | -4 | . | . | 0.8&-2.8&1.2
> COc1cnc(SCc2ccc(Cl)c(Cl)c2)nc1Cl
→ ? | 23 | . | -0.1 | -86 | -6 | 1 | 0.3 | 10 | 0.6
> CCCCCOC(=O)c1cc(=O)[nH]c2ccccc12
→ 0.7 | 13 | 10 | 0.5 | -7 | 2 | -2 | 3.9 | 12 | .
> COc1cccc(-c2nc(-c3ccc4c(c3)-c3ccccc3S4(=O)=O)c(-c3ccccc3)[nH]2)c1OC
→ 0.7 | 3 | -45 | i | -4 | 3 | 1 | -0.9 | 31 | .
> COc1ccc(OC)c(/C=N/NC(=O)c2cnccn2)c1
→ ? | 1 | -3 | -0.3 | i | 5 | 12 | -0.9 | 1 | 0.8
> COC(=O)C1(C)COP(=O)(NC23CC4CC(CC(C4)C2)C3)OC1 (stereo not drawn)
→ 0.1 | 1 | -6 | i | -6 | . | 5 | 1.0 | . | 0.0
> Cc1ccc(-c2csc(Nc3ccc(S(N)(=O)=O)cc3)n2)o1
→ 1.7 | 0 | -2 | i | -21 | 0 | 2 | 1.4 | 15 | -1.5
> CCOc1ccc(C(=O)Nc2nnc(C3=COCCO3)o2)cc1
→ -2.9 | -5 | 13 | -0.3 | 0 | -3 | -4 | 0.8 | -2 | 0.2
> N#CC(C#N)=C(N)Nc1cccc(Cl)c1
→ ? | 13 | 0 | i | -2 | -5 | -15 | 0.8 | 16 | 0.4

Five compounds from above, reduced to Vc quorum ag:
molecule,Vc quorum ag
CCOC(=O)C1CCN(S(=O)(=O)c2ccc(-c3ccc(=O)[nH]n3)o2)CC1,-2.6
Nc1c(S(=O)(=O)c2cccs2)c2nc3ccccc3nc2n1/N=C/c1cccc(O)c1,-6.7
COC(=O)C1(C)COP(=O)(NC23CC4CC(CC(C4)C2)C3)OC1 (stereo not drawn),i
CC(=O)Nc1ccc2c(c1)nc(C)n2Cc1ccccc1,-0.4
N#CC(C#N)=C(N)Nc1cccc(Cl)c1,i

Single records, from the list above.
Results for Nc1c(S(=O)(=O)c2cccs2)c2nc3ccccc3nc2n1/N=C/c1cccc(O)c1 : BoNT A protease = -0.3; Yp Topo-I inh = 3; CCHFV vOTU inh = 4; Vc quorum ag = -6.7; SSB-PriA inh = .; 3CLpro inhibitor = 5; Anthrax LF prot = -1; PfHsp40 yeast = 5.8; VHR inh abs = -2; TcdB GH inh = .
Results for CCCC(O)(c1ccccc1)C(c1ccccc1)c1ccccn1 (stereo not drawn) : BoNT A protease = 0.4; Yp Topo-I inh = -4; CCHFV vOTU inh = 8; Vc quorum ag = -1.8; SSB-PriA inh = -5; 3CLpro inhibitor = .; Anthrax LF prot = -6; PfHsp40 yeast = 23; VHR inh abs = .; TcdB GH inh = 0.3

Next records.
canonical_smiles | BoNT A protease | Yp Topo-I inh | CCHFV vOTU inh | Vc quorum ag | SSB-PriA inh | 3CLpro inhibitor | Anthrax LF prot | PfHsp40 yeast | VHR inh abs | TcdB GH inh
CCOC(=O)/C=C/C(=O)Nc1ccc(S(=O)(=O)Nc2nccs2)cc1 | -1.5 | -3 | -10 | -0.9 | 6&-9 | 4 | -1 | 0.5 | 2 | 0.2
O=C(/C=C/c1ccccc1)NNC(=O)C1CC1 | 4.0 | -7 | 9 | -0.1 | -6 | 3 | -4 | 0.9 | -4 | 1.9
CCN(C[C@H]1N[C@@](CC)(C(=O)OC)[C@H]2C(=O)N(C)C(=O)[C@@H]12)C(=O)Nc1ccc(C(F)(F)F)cc1 | 0.1 | 4 | 2 | 6.2 | -12 | . | 2 | -1.4 | . | 1.1
CC(NC(=O)c1ccccc1)c1nnc(SCC(=O)NC2=NCCS2)n1C (stereo not drawn) | 2.8 | 3 | -8 | -0.2 | -15 | -5 | 15 | 5.1 | 3 | 2.7
Cc1oc(-c2ccc(-c3ccccc3)cc2)nc1CN(C)C1CCOC1 (stereo not drawn) | -0.7 | 22 | -10 | -0.3 | 9 | 3 | 0 | -0.2 | 0 | 1.7
COCCCn1c(SCC(=O)NC(C)(C)C)nnc1-c1ccccc1 | -3.9 | 4 | -18 | -12 | -2 | -5 | -3 | 0.4 | 29 | .
COCCNC(=O)Cc1c(C)c2c(cc(C)c3c(C)coc32)oc1=O | -2.0 | 10 | -9 | i | -3 | -3 | 2 | -0.4 | . | 1.0
COc1ccc(S(=O)(=O)NC2CCCC2)cc1C(N)=O | 2.3 | 1 | 12 | i | -11 | -2 | 0 | -0.1 | -2 | 0.1
CC(C)CC(=O)OCc1cn(-c2ccccc2)nn1 | -5.1 | 10 | 11 | i | -14 | 2 | 0 | -0.7 | 0 | .
COCCN(C(=O)c1ccc2c(c1)S(=O)(=O)N=C1CCCCCN12)c1c(N)n(CC(C)C)c(=O)[nH]c1=O | -0.2 | -1 | -14 | -0.9 | 8 | . | 2 | 0.2 | . | 2.8
Cc1ccc2c(c1)[nH]c1c(=O)n(CCN3CCCCC3)cnc12 | -0.8 | -6 | 9 | -2.8 | -9 | -3 | 2 | -0.3 | 24 | .
OC(c1ccc(Cl)cc1)C(O)c1nc2ccccc2[nH]1 (stereo not drawn) | -0.6 | -5 | 10 | i | -23 | 0 | -3 | 1.2 | 3 | .
Cn1c(=O)c2c(ncn2CC(=O)N2CCOCC2)n(C)c1=O | 0.0 | 1 | 2 | i | -5 | -1 | 0 | 0.7 | 11 | .
O=C1C2C3CCC(C3NCc3ccccc3)C2C(=O)N1Cc1ccccc1 (stereo not drawn) | -0.8 | 22 | 2 | i | -27 | 2 | -2 | 2.3 | 10 | .
C/C(=N\NC(=O)c1ccc(O)cc1)c1cccc(NC(=O)c2ccccc2C)c1 | -2.4 | -7 | -5 | -5.3 | . | 3 | 1 | -2.0 | 6 | 0.3
Nc1ccc(C(=O)NCC2(c3ccccc3)CCCC2)cc1 | 0.8 | -9 | 0 | i | -3 | 5 | 0 | 0.1 | 14 | 1.6
COc1cc(NC(C)CCCNC(C)C)c2ncccc2c1OC (stereo not drawn) | 1.3 | -18 | 17 | -1.2 | -11 | . | -11 | -0.1 | . | 0.1
CCOC(=O)CNc1nc(Cl)nc(Nc2ccc(C)cc2)n1 | -0.4 | -4 | -7 | 4.2 | -2 | -4 | 0 | -0.2 | 25 | 0.0
COc1ccc(C(=O)NCCn2cc(SCC(=O)Nc3nnc(C)s3)c3ccccc32)cc1 | 0.7 | 31 | . | -0.4 | 4 | -1 | -3 | -1.1 | . | 1.3
Cc1ccc(S(=O)(=O)N2CCC(C(=O)N3CCC4(CC3)OCCO4)CC2)cc1 | 0.3 | 24 | -2 | i | -9 | 1 | 2 | -1.1 | 4 | .
CCCCN1CC2([N+](=O)[O-])C=CC(=O)C([N+](=O)[O-])(C1)C2CC(=O)c1ccccc1 (stereo not drawn) | 0.7 | -12 | -13 | i | 10 | 6 | 0 | -0.4 | 34 | .
O=C1CC2(CCN(C(=O)c3ccccc3Br)CC2)Oc2ccccc21 | . | 18 | -22 | -0.2 | -1&0 | . | . | -0.6 | . | 4.1
CNc1nc(-c2ccccc2)cc(C(F)(F)F)c1C#N | 0.8 | 0 | 3 | i | -4 | -7 | 8 | 1.1 | 17 | .
CCCCN1C(N)=NC[C@@H]1Cc1ccccc1 | 0.3 | 4 | 4 | -9.1 | -7 | . | 1 | -2.2 | . | 0.1
S=C(NCc1ccco1)Nc1ccc2c(c1)OCCO2 | 0.3 | 2 | 13 | -0.3 | 5 | 1 | 3 | 0.0 | 17 | -0.1
CC(=O)NCC1CCCN(c2nc3nonc3nc2N(C)Cc2ccccc2)C1 (stereo not drawn) | -0.6 | 2 | 11 | -0.3 | -13 | 3 | -4 | -1.5 | 33 | 0.9
COC1C=CC=C(C)C(=O)NC2=CC(=O)C(N)=C(CC(C)CC(OC)C(O)C(C)C=C(C)C1OC(N)=O)C2=O (stereo not drawn) | -0.6 | -2 | 10 | i | -1 | . | 0 | 0.9 | . | 1.6

These rows are one share of the data; the hit share may differ from the screen's.
